HCV NS3 hel inh – inhibitors of Hepatitis C virus NS3 helicase | NS3 helicase DNA unwinding, Cy5 molecular beacon fluorescence | inhibition, % at 10.9 µM | 290,000 tested, 0.56% active | AID 1800;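 active = inhibition above the mean of all tested compounds plus 3 SD, set per campaign, cut at about 35% in these data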;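 also: 0% = DMSO wells and 100% = thioflavine S control wells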
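System: HCV NS3 helicase fragment; control set: DMSO and thioflavine S; technique: Cy5 fluorescence at 0 and 60 min, beacon hairpin quenching; reagent: beacon DNA duplex substrate plus ATP; replicates: singlicate; schedule: 1 h reaction at 25 °C, ATP-initiated; medium: MOPS buffer pH 6.5 with MgCl2, DTT, Tween20, BSA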
CRFBP-R2 block – blocks CRF-induced signaling of the CRF-BP/CRF-R2 complex | HEK293 CRF-R2/CRF-BP, CRF-induced calcium fluorescence | inhibition, % at 11.8 µM | 350,000 tested, 0.59% active | AID 588475;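 active = inhibition of the ligand-induced calcium signal above about 50% at the single tested concentration, limit read from the data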
IDE inh – inhibitors of human insulin-degrading enzyme in cells; inhibition, % at 5.59 µM; AID 434962; P14735; 320,000 tested, 0.41% active; HEK cells, FAbetaB cleavage, fluorescence polarization;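 active = percent inhibition above the average of all tested compounds plus 3 SD, set per screening campaign, cut at about 16% in these data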;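 also: IDE supplied by intact live HEK cells; FP after avidin binding of uncleaved biotin substrate so inhibition keeps polarization high; 0% = DMSO wells and 100% = 60 µM reference IDE inhibitor Ii1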
IDE cell activ – activators of human insulin-degrading enzyme in cells. P14735. HEK cells, FAbeta-B cleavage, fluorescence polarization; 0% vehicle, 100% cell-free pure enzyme wells. AID 493087. 340,000 tested, 0.073% active. activation, % at 5.96 µM;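 active = activation above the mean of all tested compounds plus 3 SD, set per screening campaign, cut at about 17% in these data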
GalR3 antag – antagonists of human GalR3. O60755. HEK293 GalR3-CNG cAMP membrane potential fluorescence; galR3 body fused to GalR1 C-terminus. inhibition, % at 3 µM. 360,000 tested, 0.44% active. AID 651719;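 active = inhibition above the screen-wide average plus 3 SD, cut at about 13% in these data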;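 also: forskolin and galanin both at EC90 stimulate the cells; cAMP rise reported by CNG channel membrane potential dye signal; 0% = forskolin plus galanin with DMSO and 100% = forskolin alone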
Target sequence (O60755 1-299 limits assumed): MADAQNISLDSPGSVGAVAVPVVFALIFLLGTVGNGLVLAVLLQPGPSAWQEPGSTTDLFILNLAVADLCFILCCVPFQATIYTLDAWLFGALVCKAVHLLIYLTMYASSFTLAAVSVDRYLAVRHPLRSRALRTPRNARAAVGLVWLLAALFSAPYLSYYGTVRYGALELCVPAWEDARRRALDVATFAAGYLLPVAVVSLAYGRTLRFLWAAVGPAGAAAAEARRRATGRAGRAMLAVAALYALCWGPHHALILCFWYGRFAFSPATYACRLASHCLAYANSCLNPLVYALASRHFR
p-CIP stab down – compounds decreasing mouse p/CIP protein stability | Q05BA5 | F442A p/CIP-EGFP cells, EGFP fluorescence, 16 h | decrease of EGFP signal, % at 10 µM | 290,000 tested, 0.01% active | AID 1984;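 active = EGFP signal decrease of at least 30% at 10 µM or well 3 SD below plate mean, unless failing retest; inactive = the rest, including hits failing retest or dose response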; also: some compounds called inactive have numbers as strong as hits; many of its hits are not listed in these tables
IMP-1 inh – blocks Pseudomonas aeruginosa IMP-1 metallo-beta-lactamase | purified IMP-1, nitrocefin hydrolysis, epi-absorbance fluorescence | 290,000 tested, 0.45% active | inhibition, % at 5.6 µM;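 active = inhibition above the mean plus 3 SD of all compounds in the same screening run, cut at about 4.5% in these data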;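 also: 0% = IMP-1 with DMSO and 100% = DMSO wells lacking enzyme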
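system = purified recombinant IMP-1 beta-lactamase | amount = 0.2 nM IMP-1, as dispensed | medium = HEPES buffer pH 7.1 with ZnSO4 and Brij 35 | times = 25 °C, 15 min preincubation, 25 min reaction | detection = plate fluorescence quenching by hydrolysis product, ex 480/em 530 nm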
SUMO HTRF inh – blocks human SUMOylation mediated by UBC9; inhibition, % at 35 µM; P63279; AID 2006; HTRF SUMOylation assay, SAE1/SAE2 + UBC9, in vitro; 290,000 tested, 0.36% active; in the data active = inhibition above about 50%, passing the limit was not always enough; also: strong numbers were not always called active
Target sequence (P63279 whole entry, looked up): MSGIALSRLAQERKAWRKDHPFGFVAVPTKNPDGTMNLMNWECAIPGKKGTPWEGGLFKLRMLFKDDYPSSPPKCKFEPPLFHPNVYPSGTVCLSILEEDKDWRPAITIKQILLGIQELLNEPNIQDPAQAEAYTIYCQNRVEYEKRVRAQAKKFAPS
VIM-2 inh – blocks Pseudomonas aeruginosa VIM-2 metallo-beta-lactamase | purified VIM-2, nitrocefin hydrolysis, epi-absorbance fluorescence | inhibition, % at 5.6 µM | 290,000 tested, 0.89% active;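 active = inhibition above the mean of all tested compounds plus 3 SD, cutoff set per screening run, cut at about 7.5% in these data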;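 also: red hydrolysis product quenches plate fluorescence so inhibitors raise well fluorescence; 0% = enzyme with DMSO and 100% = DMSO without enzyme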
Active calls of the source: *; / = not tested or not shown.

SMILES	HCV NS3 hel inh	CRFBP-R2 block	IDE inh	IDE cell activ	GalR3 antag	p-CIP stab down	IMP-1 inh	SUMO HTRF inh	VIM-2 inh
O=C(Nc1ccccc1)O/N=C1\CCCCC1c1ccc([N+](=O)[O-])cc1[N+](=O)[O-] (stereo unspecified)	3	-21	1	5	-2	-4	-1.5	20	-1.7
COc1ccc(NC(=O)CN(C)S(=O)(=O)c2cccc3cccnc23)cc1	0	-6	1	10	2	1	-3.5	20	0.1
FC(F)(F)c1ccc2nnc(-c3c(Cl)cccc3Cl)n2c1	-11	3	2	0	-3	-30	-1.3	17	0.1
COc1cc(-c2nc(CN3CCN(CC(C)C)C(=O)[C@@H]3C)c(C)o2)ccc1F	1	-14	1	-2	0	-15	-1.6	0	0.0
Cn1c(Cc2ccccc2)nnc1SCC(=O)Nc1ccc(N2CCOCC2)cc1	17	6	1	1	-7	1	-0.5	-9	0.9
Cc1cc(NS(=O)(=O)c2ccc(NC(=O)CSc3nc4sc(C)c(C)c4c(=O)[nH]3)cc2)no1	-4	8	7	4	-7	5	-2.4	17	0.1
Cc1cc(C(=O)N/N=C/c2ccc([N+](=O)[O-])s2)n[nH]1	12	10	2	-1	0	-34	-4.5	22	-3.1
c1ccc(Cc2nc3ccccc3n2Cc2ccccc2)cc1	-19	29	0	-4	-7	1	-3.4	2	-1.9
NNC(=O)c1ccc(Cn2cc(Cl)cn2)cc1	8	-13	3	-4	-10	-2	-2.0	-6	-3.2
CC1(C)CC(=O)C(CC2CCCCC2=O)C(=O)C1 (stereo unspecified)	-13	11	3	2	6	-2	-3.8	4	-3.0
COc1ccc(NC(=O)Nc2ccc3c(c2)C(=O)N([C@H](C)CO)C[C@H](C)[C@@H](CN(C)S(C)(=O)=O)O3)cc1	/	3	2	-2	-4	/	/	/	/
O=C(CSc1n[nH]c(-c2ccncc2)n1)c1ccccc1	-6	-2	-1	-2	-2	-18	-1.1	13	1.1
C=CCC(C#Cc1ccccc1)N(C)C (stereo unspecified)	0	-7	1	1	-4	2	-2.8	-5	-2.9
O=[N+]([O-])c1ccc(Nc2ccc(N3CCOCC3)cc2)c([N+](=O)[O-])c1	2	31	5	7	-1	17	-0.2	23	-0.3
Cc1ccc(S(=O)(=O)N(C)CC(=O)OCC(=O)N2CCCC2=O)cc1	9	-2	3	7	1	2	-1.3	18	1.1
COc1ccc(CCNC(=O)C(=O)NCCOc2ccccc2)cc1OC	-3	21	1	4	-3	3	-0.9	5	1.6
CCN(CC)S(=O)(=O)c1ccc(C)c(NC(=O)CNCc2ccccc2OC)c1	-7	-26	4	0	-10	5	-3.1	9	-4.5
O=C(NC1CCN(C(=O)NCc2ccccc2)CC1)c1ccccc1	6	0	0	5	-7	-11	-1.6	12	0.9
Cn1cncc1C#Cc1c(C=O)[nH]c2ccccc12	/	-9	4	-1	-8	/	/	/	/
COc1ccc(NC(=O)CN(c2ccc(OC)cc2)S(=O)(=O)c2c(C)nn(C)c2C)cc1	-1	7	-4	4	-8	-10	0.5	3	0.4
CC(C)Cc1nnc(NC(=O)CCC(=O)N2CC(C)CC(C)C2)s1 (stereo unspecified)	0	-16	-6	1	0	-6	-1.4	21	-1.4
Cc1ccc(OCCn2c(CCCO)nc3ccccc32)cc1	20	-4	-1	4	1	-24	1.2	19	0.7
CCN(CC)CCCN1C=C2C(=O)C(C)(OC(=O)C3CCCC3)C(=O)C=C2C=C1c1ccsc1 (stereo unspecified)	/	1	8	0	-1	-10	/	26	/
O=C(N/N=C/c1cccnc1)C1CCCN(S(=O)(=O)c2ccccc2)C1 (stereo unspecified)	6	3	-4	-3	3	4	-2.8	-5	-0.7
NC(=O)c1oc2ccccc2c1NC(=O)c1nc2ccccc2s1	-2	8	2	4	-1	6	-3.3	10	-2.2

More structures follow.
SMILES	HCV NS3 hel inh	CRFBP-R2 block	IDE inh	IDE cell activ	GalR3 antag	p-CIP stab down	IMP-1 inh	SUMO HTRF inh	VIM-2 inh
Cc1ccsc1C(=O)OCC(=O)c1cc2ccccc2o1	7	35	2	-3	-12	-2	-2.5	19	0.2
NC(=O)c1ccc(NC(=S)NCc2ccco2)cc1	-8	-1	5	0	-5	0	-1.8	22	-0.9
CC1=NN(c2ccc(Cl)c(C(=O)O)c2)C(=O)C1	5	2	-5	-1	-2	-2	-2.5	90*	1.3
COc1cccc(S(=O)(=O)NCc2ccc(C(=O)N3CCN(c4ccccc4OC)CC3)cc2)c1	-5	/	3	1	-3	-15	-3.3	17	-2.1
COc1ccccc1/C=C/C(=O)Nc1nc(N)n(-c2ccccc2)n1	0	-12	-10	5	-1	5	-1.3	8	-3.2
CN1C(=O)CC(n2c(CO)nc3ccccc32)C1=O (stereo unspecified)	2	-20	1	2	-1	2	-2.5	7	-2.2
CCC(=O)N1c2ccc(S(=O)(=O)CCC(=O)NCCC3=CCCCC3)cc2CC1C (stereo unspecified)	8	16	9	3	0	-8	-3.0	-3	-0.1
CCn1cc(CNC(=O)/C=C/c2ccc([N+](=O)[O-])cc2)c(C)n1	-2	12	-7	10	-6	-3	-1.4	7	-2.0
CC(=O)NNS(=O)(=O)c1scc(S(=O)(=O)c2ccc(Cl)cc2)c1C	1	-8	1	1	-5	-5	-2.0	8	-2.3
c1cncc(-c2nnc3n2N=C(c2cccs2)CS3)c1	4	2	6	-3	3	8	-0.8	3	1.7
CCCNC(=O)c1onc(CSc2ccc(F)cc2)c1C(=O)NCCOC	/	-3	1	0	-5	/	/	/	/
S=C(NCC1CCCO1)Nc1cc(Cl)c(Cl)cc1Cl (stereo unspecified)	4	-5	4	-1	-6	2	-2.2	6	-2.1
NC(=S)NC1CC2CC1C1C=CCC21 (stereo unspecified)	-13	-1	0	-4	-2	4	-0.6	12	0.1
O=C(COc1ccccc1)NCc1nnc(SCC(=O)Nc2nccs2)n1-c1ccccc1	6	-31	0	6	/	-7	-4.2	13	-2.6
O=C(Cn1cnc2ccccc2c1=O)Nc1ccc(S(=O)(=O)N2CCOCC2)cc1	0	-17	-7	-1	-2	3	-0.3	-14	-0.3
CCN1/C(=C2\C(=O)N(C)C(=S)N2C)C=Cc2ccccc21	-3	-25	-2	0	-6	-6	-4.1	4	-2.4
CCOC(=O)C1CCN(c2c(Nc3ccc(C)c(C)c3)c(=O)c2=O)CC1	-6	11	3	3	-2	9	-1.7	18	-2.0
COc1ccccc1CNC(=S)NCCc1ccccc1	-11	19	0	-1	-1	-9	-1.1	-4	-0.6
CC(=O)Oc1ccccc1-n1c(C)nc(=O)c(-c2ccccc2)c1C	-3	3	1	/	1	0	0.1	11	-1.8
NC(=O)CSc1nc2ccccc2n1-c1ccccc1	-1	10	2	4	-8	1	-5.4	-23	-2.7
COc1ccc(/C=C/C(=O)c2ccccc2)cc1COc1ccc(F)cc1	3	-28	0	-1	2	-16	-3.1	-11	-3.7
CCOC(=O)C1C(=O)C=C(c2ccc(Br)cc2)CC1c1ccco1 (stereo unspecified)	-5	-13	1	-1	-3	-18	-1.4	2	-1.2
COc1ccccc1CNC(=O)Cc1c[nH]c2ccccc12	0	10	-1	4	-8	-17	-0.2	14	-3.5
CC(=O)Oc1ccc(C(=O)Nc2cc(C)on2)cc1	-2	-8	-5	-2	-7	-2	-1.5	16	-1.5
Cc1cccc(C2c3[nH]c4ccccc4c3CCN2Cc2cnn(-c3ccc(F)cc3)c2)n1 (stereo unspecified)	0	-31	0	0	-5	18	-2.9	-24	-1.5

Overlap with the part before: 6 compounds; new compounds follow.
SMILES	HCV NS3 hel inh	CRFBP-R2 block	IDE inh	IDE cell activ	GalR3 antag	p-CIP stab down	IMP-1 inh	SUMO HTRF inh	VIM-2 inh
NC(=O)CSc1nc2ccccc2n1-c1ccccc1	-1	10	2	4	-8	1	-5.4	-23	-2.7
COc1ccc(/C=C/C(=O)c2ccccc2)cc1COc1ccc(F)cc1	3	-28	0	-1	2	-16	-3.1	-11	-3.7
CCOC(=O)C1C(=O)C=C(c2ccc(Br)cc2)CC1c1ccco1 (stereo unspecified)	-5	-13	1	-1	-3	-18	-1.4	2	-1.2
COc1ccccc1CNC(=O)Cc1c[nH]c2ccccc12	0	10	-1	4	-8	-17	-0.2	14	-3.5
CC(=O)Oc1ccc(C(=O)Nc2cc(C)on2)cc1	-2	-8	-5	-2	-7	-2	-1.5	16	-1.5
Cc1cccc(C2c3[nH]c4ccccc4c3CCN2Cc2cnn(-c3ccc(F)cc3)c2)n1 (stereo unspecified)	0	-31	0	0	-5	18	-2.9	-24	-1.5
N#C/C(=C1/C(=O)Nc2ccc(Br)cc21)c1ccccn1	-17	-1	-4	0	-7	0	-1.8	8	-1.2
N/C(=N\OC(=O)c1cccc(Cl)c1)c1ccncc1	5	5	-1	1	-2	-19	-2.4	5	-2.3
Cc1ccc(C(=O)N2CCN(c3ccc(NC(=O)c4ccc(Br)o4)cc3)CC2)cc1	-1	16	2	3	-6	-10	-4.6	11	1.4
COc1ccc(Cl)cc1NC(=O)NC(C)C(C)(C)C (stereo unspecified)	-20	-4	6	-6	-5	2	-1.6	12	-1.1
O=C(COC(=O)CC1CC2CCC1C2)Nc1cc([N+](=O)[O-])ccc1F (stereo unspecified)	7	-2	3	2	-2	4	-1.1	-36	-1.5
COc1ccc(NC(=O)COc2ccccc2)c(OC)c1	-3	17	1	-3	-1	0	-0.1	-12	-3.4
COc1ccc(OC(C)C(=O)NCc2cccnc2)cc1 (stereo unspecified)	2	4	0	7	-3	0	-3.5	24	-1.2
CCOc1ccc(S(=O)(=O)NN2Cc3ccccc3C2=N)cc1	3	21	4	-2	-4	3	0.3	9	-1.6
Cc1c(Cl)cccc1NC(=O)NNC(=O)CCc1ccccc1	13	7	12	3	1	-1	-1.4	13	-3.3
COc1ccc(S(=O)(=O)/C(C#N)=C/Nc2cccc(F)c2)cc1	-14	-14	-2	4	-10	-5	-2.2	25	-0.6
Cc1ccc(S(=O)(=O)Nc2ccc(S(=O)(=O)Nc3cc(C)nc(C)n3)cc2)cc1	-1	2	0	0	3	-2	-5.7	14	-6.0
O=C1C(Cl)=C(NCC2CCCO2)C(=O)N1CCc1ccccc1 (stereo unspecified)	3	1	0	4	-6	5	-4.2	-2	-1.1
CSc1ccccc1NC(=O)C(=O)c1c[nH]c2ccccc12	-15	12	2	7	-2	4	-2.3	-3	-3.5
Cn1c2c(c(=O)n(C)c1=O)CN(CCCN1CCOCC1)CN2	19	-3	-9	7	-2	-2	-0.4	4	0.9
NS(=O)(=O)c1cc2c(cc1Cl)NC(c1ccccc1OCC(=O)O)NS2(=O)=O (stereo unspecified)	1	-9	6	-4	-8	-8	-1.6	6	-1.1
CC(=O)N1CC=CC1(CC(C)C)C(=O)NCCN1CCOCC1 (stereo unspecified)	5	6	0	-1	-3	2	-5.8	-25	-4.1
N/C(=N\OC(=O)CC(c1ccccc1)c1ccccc1)c1cccnc1	-1	18	-2	-1	-2	-5	-3.2	5	-1.8
O=C(COC(=O)CNC(=O)C12CC3CC(CC(C3)C1)C2)Nc1ccccc1	11	-7	3	3	-4	-10	-3.8	4	-1.0
